WRN helicase inh: qHTS for Inhibitors of WRN Helicase | Bifunctional 3'-5' exonuclease/ATP-dependent helicase WRN (Homo sapiens), Q14191 | WRN helicase unwinding, fluorescent forked duplex, kinetic | Potency, µM (top dose mostly 114 µM), inactives show at the top dose activity change, negative = inhibition, most hits filed as inhibitors | 360,000 compounds, 0.46% hits | AID 651768, 2012; note: potency is the fitted concentration of half-maximal effect; % is set by controls: 0 for no effect and ±100 for the full control effect; nearly all actives have a fitted effect of over 55% in size
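Kinetic fluorescence helicase assay: unwinding of a quenched forked DNA duplex (100 nM final) with 2 mM ATP final raises red fluorescence (525/598 nm). Compounds sat 15 min at room temperature with 20 nM WRN beforehand.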
FUS yeast rescue: qHTS for Suppressors of FUS Proteinopathy: Primary screen using FUS-linked yeast assay; S. cerevisiae FUS-expressing, growth rescue, OD600, 24 h; Potency, µM (titrated, usually from 76.6 µM), for the others: at the highest dose growth rescue (activation), most hits filed as activators; 390,000 compounds, 0.24% hits; AID 1347120, 2019;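 note: potency is the fitted concentration of half-maximal effect; plate controls were DMSO vehicle for no effect and reference control for full effect; nearly all actives have a fitted effect of over 55% in size; some results filed as inactive show a strong effect at the top dose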
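Restored growth of FUS-toxic S. cerevisiae, read as 600 nm absorbance after 24 h at 30C in galactose medium (starting OD 0.005). Controls CP55940 and DMSO.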
EPAC1 agonist: qHTS for Agonist of cAMP-regulated guanine nucleotide exchange factor 3 (EPAC1): primary screen; Rap guanine nucleotide exchange factor 3 (Homo sapiens), O95398; EPAC1 agonist qHTS, biochemical assay; response scale: 100% = response to 6.5 mM cAMP; Potency, µM (series often up to 154 µM), without a hit: at the top dose activation, hits mostly activators; 360,000 compounds, 0.073% hits; note: potency is the fitted concentration of half-maximal effect; nearly all actives have a fitted effect of over 60% in size
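Nucleotide exchange assay: 100 nM EPAC1 with 250 nM Rap1B loaded with BODIPY-GDP and 50 uM GDP, room temperature. Fluorescence (480/540 nm) read every 5 min for 30 min; signal change normalized to 6.5 mM cAMP as full agonist.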
Abeta yeast res: qHTS for compounds that reverse cellular toxicity of Amyloid beta (A-beta) peptide in yeast: Primary Screen; 410,000 compounds, 0.063% hits; AID 1347071, 2019; Potency, µM (doses to about 46.1 µM), without a hit: at the highest dose growth rescue, usual class: activators; yeast expressing A-beta42, growth rescue, OD600, 48 h; response scale: 0% DMSO, 100% iron-clioquinol control; note: potency is the fitted concentration of half-maximal effect; nearly all actives have a fitted effect of over 55% in size
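Yeast A-beta toxicity model in growth medium with pinned compounds, 48 h at 30 C; growth read as absorbance at 600 nm. Normalized to FeCl3/clioquinol equimolar mix (positive) and DMSO (negative).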
PI5P4K alpha inh: qHTS for Inhibitors of phosphatidylinositol 5-phosphate 4-kinase (PI5P4K) | 330,000 compounds, 1.2% hits | PI5P4Kalpha enzyme, ADP-Glo luminescence, 60 min; active compounds read low | max response, % | AID 652105, 2013; active = max response of -50% or lower; inconclusive = between -30% and -50%; inactive = -30% or higher; note: value at the top dose of about 77 µM; % is set by controls: 0 for no effect and ±100 for the full control effect
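Compounds were pin-transferred onto PI5P4Kalpha and substrate in HEPES pH 7.4 buffer with EGTA, CHAPS and 5% DMSO. ATP (5 microM final) started the reaction, which ran 60 minutes at room temperature before ADP-Glo detection.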
IL2 activator: qHTS of IL-2 Activators | IL-2 activation reporter assay, cell-based qHTS; stimulated with anti-CD3/CD4/CD28 beads; in transgenic mouse T cells | AID 652025, 2013 | activation, % (series mostly up to about 46 µM) | 360,000 compounds, 0.065% hits; in the data active = activation above about 50%; inconclusive = mostly about 30% to 49%; note: 0% is about no effect
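First, unstimulated transgenic mouse T cells were exposed to compound for 60 min. Next, anti-CD3/anti-CD4-coated beads with anti-CD28 were added. Finally, after 18 h at 37 degrees C, EGFP and DsRed were imaged.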
PLK1 PBD block: qHTS for Inhibitors of PLK1-PDB (polo-like kinase 1 - polo-box domain): Primary Screen | Plk1 PBD binding of FITC phosphopeptide, fluorescence polarization | 360,000 compounds, 2.8% hits | AID 720504, 2013 | Potency, µM, for inactives: max response, negative = inhibition, actives largely listed as inhibitors | Serine/threonine-protein kinase PLK1 (Homo sapiens), P53350; note: potency is the fitted concentration of half-maximal effect; series mostly up to about 57 µM; % is set by controls: 0 for no effect and ±100 for the full control effect; nearly all actives have a fitted effect of over 65% in size
EPAC1 antagonist: qHTS for Antagonist of cAMP-regulated guanine nucleotide exchange factor 3 (EPAC1): primary screen. EPAC1 GEF assay, Rap1b-BODIPY-GDP exchange fluorescence. Potency, µM (series often up to 115 µM), inactives show top-dose activity change, negative = inhibition, actives largely listed as inhibitors. 360,000 compounds, 0.14% hits. AID 720709, 2013;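 note: potency is the fitted concentration of half-maximal effect; plate controls were vehicle for no effect and positive control for full effect; nearly all actives have a fitted effect of over 50% in size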
* hit, by the source's call; ? = inconclusive; . = not tested or not shown; & = joins results of further samples; [ ] = dose if it differs, or a comment. Unless noted, calls come from the whole dose curve; as a rule, active = well fitted curve in the direction sought with a large enough effect; inconclusive = small, poorly fitted or top-dose-only effect, or another doubt; inactive = no such curve, though single readings can be large; an effect the other way counts as inactive or inconclusive.

| entry | smiles | WRN helicase inh | FUS yeast rescue | EPAC1 agonist | Abeta yeast res | PI5P4K alpha inh | IL2 activator | PLK1 PBD block | EPAC1 antagonist |
| --- | --- | --- | --- | --- | --- | --- | --- | --- | --- |
| 1 | Cc1cc(=O)nc2c3ccccc3n(CC(=O)NC3CCCCC3)n12 | -6% | -15% | -10% | -25% | -2 | -1.2 | -2% | -7% |
| 2 | NC(=O)CC1C(=O)N(c2ccccc2)C(=S)N1NC(=O)c1ccccc1 (stereo unspecified) | -14% | 16% | 5% | 1% | 0 | 0.1 | -8% | -6% |
| 3 | O=C(O)CN1C(=O)S/C(=C\c2ccc3c(c2)OCO3)C1=O | 5% | -9% | -18% | 10% | -18 | -1.6 | -15% | 0% |
| 4 | O=C(CNS(=O)(=O)c1ccccc1)N/N=C/c1ccc(O)cc1 | -28%[57.1 µM] | 3% | 10% | -16% | -1 | -1.5 | -15% | 11% |
| 5 | CC(=O)NC(C)C(=O)OCC(=O)c1ccc(-c2ccccc2)cc1 (stereo unspecified) | -28% | 10% | -2% | -21% | -14 | -0.6 | -2% | -2% |
| 6 | c1ccc(-c2nccc(-c3ccc4c(c3)OCO4)n2)cc1 | 0%[57.1 µM] | 10% | -3% | 5% | 14 | -1.5 | 10% | -28% |
| 7 | CC(=O)c1ccc(N2CCN(C(=O)C3CCN(S(=O)(=O)c4cccs4)CC3)CC2)cc1 | 7% | 17% | -2% | 9% | 0 | 0.0 | -8% | -19% |
| 8 | Cc1cc(/C=N/NC(=O)C(=O)NCc2ccccn2)c(C)n1-c1ccccc1 | 3% | 20% | 2% | -12% | 0 | -5.5 | -1% | -5% |
| 9 | COc1ccc(C(C(N)=O)c2ncc(C(F)(F)F)cc2Cl)cc1 (stereo unspecified) | 5% | -33% | 5% | 1% | 0 | -0.5 | -1% | -2% |
| 10 | O=C(c1ccc(NS(=O)(=O)c2cccc3cccnc23)cc1)N1CCOCC1 | -3% | 3% | 4% | -9% | 2 | -0.3 | 8% | -11% |
| 11 | CCCC(=O)Nc1ccc2c(c1)nc1n2CCOC1 | -13% | 11% | 5% | -1% | . | -1.3 | -2% | 1% |
| 12 | COc1ccc(-c2noc(-c3ccc(Cl)cc3)n2)cc1 | 2% | -35% | 2% | 19% | 19 | -1.6 | -10% | -2% |
| 13 | COc1cccc(-c2c(C(=O)N/N=C(\C)c3ccncc3)nnn2-c2nonc2N)c1 | 1% | 3% | 2% | . | 4 | 1.6 | 1% | -23% |
| 14 | OCCN(CCO)CC(O)CN1c2ccccc2Sc2ccccc21 (stereo unspecified) | -4% | -13% | -12% | -7% | -2 | -0.5 | -4% | 13% |
| 15 | O=C(Nc1cc(S(=O)(=O)Nc2ccc(Cl)cc2)ccc1N1CCCCC1)c1ccc(F)cc1 | -31%[57.1 µM] | 18% | 11% | 0% | -4 | -2.4 | 12µM* | -3% |
| 16 | COc1cc(CNc2nnnn2C)ccc1OCc1ccc(F)cc1Cl | 7% | -23% | 11% | 0% | 5 | -1.6 | -3% | -1% |
| 17 | CC1(C)C[C@@H](O)CC2(C1)C[C@]1(C)CC(O)[C@H]2C(C)(C)C1 (stereo partly specified) | 7% | 8% | 0% | ? | 15 | 1.8 | -4% | -3% |
| 18 | COC(=O)c1c(C(=O)OC)c(-c2ccc(C(C)(C)C)cc2)n2c1CS(=O)C2 (stereo unspecified) | -2% | 19% | -2% | -4% | -1 | -0.5 | -3% | -4% |
| 19 | CCCCCc1nc2c(=O)n(C)c3ccccc3c2o1 | -9% | 36% | 2% | -13% | 6 | -2.5 | -16% | -12% |
| 20 | N/N=C(\c1ccccc1)C12CN3CN(CN(C3)C1)C2 | 2% | 7% | 0% | -2% | -2 | -3.9 | -19% | -9% |
| 21 | CN1CCN(c2ccccc2NC(=O)COc2ccc(Cl)cc2)CC1 | -13% | 10% | 4% | -10% | -8 | -0.3 | -1% | -10% |
| 22 | Cc1csc(SCC(=O)Nc2oc(C)c3c(C)n[nH]c(=O)c23)n1 | 10% | 17% | 7% | 15% | -14 | -1.7 | -17% | -1% |
| 23 | COC(=O)[C@@]1(C)[C@H]2C(=O)N(Cc3ccccc3)C(=O)[C@H]2[C@H]2CN=C(SCc3ccc(C#N)cc3)N21 | -3% | 12% | -12% | -15% | 3 | -0.3 | -7% | 4% |
| 24 | CO[C@H]1CN(C)C(=O)c2ccc(NC(=O)c3ccc4c(c3)OCO4)cc2OC[C@H](C)N(CC2CC2)C[C@@H]1C | -5% | -5% | -4% | -3% | 2 | 0.1 | -6% | -10% |
| 25 | CC(=O)C1C(=O)C=C(c2ccco2)CC1c1ccccc1 (stereo unspecified) | -4% | 25% | 5% | -2% | -9 | -1.0 | -3% | 6% |
| 26 | COc1ccc(Nc2nccc(OC)c2C#N)cc1 | -1%[57.1 µM] | -11% | -7% | 4% | . | -1.1 | -7% | 12% |
| 27 | CN1/C(=C\C(=O)CSc2ncn[nH]2)C(C)(C)c2ccccc21 | 3% | . | -1% | 10% | 7 | -0.7 | -5% | -7% |
| 28 | COc1ccc(Cl)cc1N(C(=O)c1ccco1)C(C(=O)NC1CCCC1)c1ccco1 (stereo unspecified) | -6% | 0% | 8% | -6% | -2 | -0.4 | -8% | 9% |
| 29 | CS(=O)(=O)N1CCN(c2ccccc2NC(=O)c2cc3ccccc3o2)CC1 | -8% | 41% | 11% | -19% | -10 | -1.9 | -4% | 11% |
| 30 | CC(=O)N1CCN(c2ccccc2NC(=O)c2ccc(Br)o2)CC1 | -8% | ? | -2% | -18% | -7 | 0.7 | -8% | 0% |
| 31 | c1ccc(C2=NOC(c3nnc(-c4ccccc4)o3)C2)cc1 (stereo unspecified) | 3% | -20% | 5% | 2% | 2 | -0.1 | -5% | 11% |
| 32 | CCC1CN(C(=O)NCc2ccc(F)cc2)c2cc(Cl)ccc2O1 (stereo unspecified) | -8% | 12%&23% | 7% | -8%&16% | 3 | -4.5 | 5% | -4% |
| 33 | O=C(CC1C(=O)OCC2CCCCN21)Nc1ccccc1C(F)(F)F (stereo unspecified) | -31% | 30% | -1% | 5% | 8 | 2.7 | -6% | -7% |
| 34 | NC(=O)c1oc2ccccc2c1NC(=O)C1CCCCC1 | -3% | -12% | 7% | -8% | 0 | -1.0 | -10% | -6% |
| 35 | COc1cccc2nc3c(C(=O)NCCN(C)C)cccc3cc12 | 13%[11.6 µM] | . | 2% | 8% | -23 | -7.0 | -5% | -3% |
| 36 | COc1cc(OC)nc(Oc2cccc(C(F)(F)F)c2)n1 | 3% | 11% | -3% | -14% | -4 | -2.1 | 0% | -18% |
| 37 | CCc1nnc(NC(=O)CCCSc2nc3ccccc3[nH]2)s1 | -3% | 16% | -6% | -12% | 4 | -3.0 | -5% | -12% |
| 38 | Cc1cc(=O)oc2cc(NC(=O)CN3C(=O)NC(C)(c4ccccc4)C3=O)ccc12 (stereo unspecified) | -7% | 27% | 4% | 5% | -15 | -1.8 | -10% | 4% |
| 39 | Cc1ccc(N(C(=O)Cn2nnc3ccccc32)C(C(=O)NCc2ccco2)c2ccc(C)o2)cc1 (stereo unspecified) | -5% | 2% | 11% | 3% | 1 | -0.1 | -6% | -12% |
| 40 | CC(=O)c1ccc(OCc2nnn(CC(=O)NS(=O)(=O)Cc3ccccc3)c2-c2ccccc2)cc1 | 2% | 8% | -28% | -9% | -4 | 3.3 | -1% | -6% |
| 41 | Cc1ccccc1C(=O)NC(C(=O)Nc1nc2c(s1)CCCC2)C(C)C (stereo unspecified) | -13% | . | 1% | -6% | -3 | -2.3 | 1% | -3% |
| 42 | COc1cccc(CNCC(=O)Nc2ccc(N3CCOCC3)cc2)c1 | 0% | -1% | 8% | 0% | 9 | 0.0 | -2% | 0% |
| 43 | O=[N+]([O-])c1ccc(S(=O)(=O)Nc2ncccn2)cc1 | 6% | -27% | -1% | 7% | 4 | -3.5 | -14% | 7% |
| 44 | COCCCNC(=S)Nc1ccc2c(c1)OCCO2 | -22%[57.1 µM] | -21% | 0% | 8% | -4 | -1.7 | -9% | 3% |
| 45 | CCCc1cc2c(=O)c(-c3cscn3)c(C(=O)OCC)oc2cc1O | -2% | 22% | 4% | 2% | -4 | -0.7 | -2% | -18% |
| 46 | COc1cc(OCc2ccccc2)c(C(=O)/C=C/c2ccc3c(c2)OCO3)c(OC)c1OC | 1% | 15% | 11% | -3% | 7 | 0.2 | -15% | 4% |
| 47 | Cc1ccnc(NS(=O)(=O)c2ccc(N3C(=O)c4ccccc4C3=O)cc2)n1 | -11% | . | 5% | 6% | -3 | -2.9 | 0% | 5% |

Screens deposited in PubChem BioAssay by National Center for Advancing Translational Sciences (NCATS).
